# TRHR enhancer: qHTS for Small Molecule Agonists and Allosteric Enhancers of Human TRH Receptor: Primary Screen for Enhancers; 0.66% of 360,000 active; Thyrotropin-releasing hormone receptor (Homo sapiens), P34981; enhancement, % at 2 µM; TRHR cells, fluo-8 calcium fluorescence, EC20 TRH enhancement; in the data active = enhancement above about 30%; note: 0% is about no effect
# Target sequence (P34981 whole entry, looked up): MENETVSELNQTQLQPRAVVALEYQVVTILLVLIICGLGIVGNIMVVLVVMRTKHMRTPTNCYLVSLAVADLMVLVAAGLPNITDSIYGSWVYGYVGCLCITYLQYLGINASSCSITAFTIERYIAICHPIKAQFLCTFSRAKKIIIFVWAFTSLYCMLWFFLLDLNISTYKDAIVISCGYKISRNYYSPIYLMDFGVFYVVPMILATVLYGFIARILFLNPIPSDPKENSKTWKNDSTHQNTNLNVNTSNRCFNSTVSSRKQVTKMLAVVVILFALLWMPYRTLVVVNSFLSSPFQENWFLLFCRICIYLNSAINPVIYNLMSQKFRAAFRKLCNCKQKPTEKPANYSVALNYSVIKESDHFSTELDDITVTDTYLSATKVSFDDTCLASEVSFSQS
#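 Enhancer read-out: after compound pinning and an initial kinetic agonist-mode read, an EC20 of TRH (10 nM final) was injected and fluo-8 calcium signal (Ex 480/Em 530) followed at 1 s/cycle for 100 cycles in TRHR-expressing cells.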
# D2 antag: HTS Assay for Allosteric Antagonists of the Human D2 Dopamine Receptor: Primary Screen for Antagonists; D(2) dopamine receptor (Homo sapiens), P14416; HEK293 TREx D2 cells, calcium flux, dopamine EC80; inhibition, % at 10 µM; 2% of 340,000 active; in the data active = inhibition above about 30%; note: 0% is about no effect
#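 Antagonism is scored as inhibition of an EC80 dopamine-evoked calcium signal in a force-coupled, tetracycline-inducible HEK293 T-REx D2 line, with compound present 180 s before agonist.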
# D2 ag: HTS Assay for Allosteric Agonists of the Human D2 Dopamine Receptor: Primary Screen for Agonists; D(2) dopamine receptor (Homo sapiens), P14416; HEK293 T-REx D2 cells, calcium flux agonist mode; activation, % at 2 µM; 0.53% of 340,000 active; AID 485358, 2010;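 active = activation over 3 SD above normal in the single-dose calcium agonist read, cut at about 30% in these data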; note: 0% is about no effect
#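 Tetracycline-induced HEK293 Trex cells with D2 receptor force-coupled to calcium signaling, plated overnight at 30 C and loaded with no-wash calcium dye. Calcium flux read kinetically for 180 s after compound addition; responses flag agonists.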
# D1 agonist: Allosteric Agonists of the Human D1 Dopamine Receptor: qHTS; AID 504660, 2011; activation, % at 2 µM; 1% of 360,000 active; HEK293 T-REx D1 cells, calcium flux, agonist mode; D(1A) dopamine receptor (Homo sapiens), P21728; note: 0% is about no effect
# Target sequence (P21728 whole entry, looked up): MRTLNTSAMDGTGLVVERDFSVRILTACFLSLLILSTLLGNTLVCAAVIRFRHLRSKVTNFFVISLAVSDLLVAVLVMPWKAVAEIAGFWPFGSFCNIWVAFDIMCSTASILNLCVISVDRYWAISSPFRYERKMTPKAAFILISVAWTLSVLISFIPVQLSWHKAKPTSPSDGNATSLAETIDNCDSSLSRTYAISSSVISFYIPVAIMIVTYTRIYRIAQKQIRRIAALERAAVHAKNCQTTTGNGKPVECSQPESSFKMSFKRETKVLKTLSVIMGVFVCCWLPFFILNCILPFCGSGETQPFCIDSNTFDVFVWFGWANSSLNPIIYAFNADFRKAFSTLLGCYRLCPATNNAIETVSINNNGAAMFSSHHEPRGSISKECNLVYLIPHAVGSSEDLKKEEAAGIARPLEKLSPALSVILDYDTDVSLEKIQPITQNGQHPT
#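 Agonism was scored from calcium flux recorded over 180 s (1 read/s) after pintool compound addition, following a 10-cycle baseline. Cells were inducible force-coupled HEK293 TREx D1, plated overnight at 30 C and loaded with no-wash calcium dye.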
# D1 antag: Antagonist of Human D 1 Dopamine Receptor: qHTS. HEK293 TREx D1 cells, calcium flux, dopamine EC80; stronger effect = lower value. 3.2% of 360,000 active. AID 504652, 2011. D(1A) dopamine receptor (Homo sapiens), P21728. activity change, negative = inhibition, % at 10 µM; in the data active = activity change below about -30%; note: % is set by controls: 0 for no effect and ±100 for the full control effect
#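 HEK293 T-REx cells expressing inducible, force-coupled D1 receptor; no-wash Ca dye, 30–90 min RT. Cmpd → 180 s read at 1 Hz → EC80 DA → 180 s read.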
# RXFP1 antagonist: qHTS Assay for Antagonists of the Relaxin Receptor RXFP1. Relaxin receptor 1 (Homo sapiens), Q9HBX9. HEK293-RXFP1, relaxin-stimulated cAMP HTRF, 30 min; stronger effect = lower value. activity change, negative = inhibition, % at 57.5 µM. 0.59% of 350,000 active;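 active = activity change of -60% or lower, but not beyond a set lower limit; inconclusive = change between -60% and -40%, or beyond the set limit; inactive = change above -40%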; note: % is set by controls: 0 for no effect and ±100 for the full control effect
# D1 potentiator: Potentiators of Human D1 Dopamine Receptor: qHTS; AID 504651, 2011; HEK293 TREx D1 cells, calcium flux, dopamine EC20 potentiation; 0.036% of 360,000 active; potentiation, % at 10 µM; in the data active = potentiation above about 30%; note: 0% is about no effect
# TRHR agonist: qHTS for Small Molecule Agonists and Allosteric Enhancers of Human TRH Receptor: Primary Screen for Agonists | TRHR cells, calcium flux fluo-8, FDSS agonist mode | activation, % at 2 µM | 0.18% of 360,000 active; note: 0% is about no effect
#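 Agonist-mode FDSS calcium read (Ex 480/Em 530, 1 s cycles) in 1536-well TRHR cells with fluo-8 dye, after 10-cycle baseline and 23 nL compound addition; TRH at EC20 (10 nM final) added afterwards for the enhancer phase.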
# D2 PAM: HTS Assay for Positive Allosteric Modulators of the Human D2 Dopamine Receptor: Primary Screen for Potentiators; HEK293 T-REx D2, calcium flux, EC20 dopamine potentiation; potentiation, % at 10 µM; 0.34% of 340,000 active; AID 485347, 2010;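 active = potentiation over 3 SD above the plate norm, cut at about 30% in these data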; note: 0% is about no effect
#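 Cells plated with tetracycline inducer and held overnight at 30 C; calcium dye loaded 30–90 min at room temperature; baseline taken, compound added and read 180 s; EC20 dopamine then added and read 180 s.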
# An asterisk follows results filed as active; ? = inconclusive; . = not tested or not shown. Cut-off read from the data, not from the text of the source, unless noted: active = activation above about 30%; inactive = the rest. Compounds as they come. About 7.1% of those tested had a hit in this group.
# Sample of the layout:
SMILES,TRHR enhancer,D2 antag,D2 ag,D1 agonist,D1 antag,RXFP1 antagonist,D1 potentiator,TRHR agonist,D2 PAM
CCOc1ccc(Nc2nc3ccccc3n3c(CC)nnc23)cc1,3,.,-1.5,0,6,6,4,-0.5,8
CCOC(=O)N1CCN(C(=O)c2ccc3c(=O)n(-c4cc(OC)ccc4OC)c(=S)[nH]c3c2)CC1,5,-3,0.4,2,17,7,2,0.1,1

# All compounds of this part, previewed entries included:
SMILES,TRHR enhancer,D2 antag,D2 ag,D1 agonist,D1 antag,RXFP1 antagonist,D1 potentiator,TRHR agonist,D2 PAM
CCOc1ccc(Nc2nc3ccccc3n3c(CC)nnc23)cc1,3,.,-1.5,0,6,6,4,-0.5,8
CCOC(=O)N1CCN(C(=O)c2ccc3c(=O)n(-c4cc(OC)ccc4OC)c(=S)[nH]c3c2)CC1,5,-3,0.4,2,17,7,2,0.1,1
Cc1ccc(NS(=O)(=O)c2ccc(-c3cnc(C4CC4)o3)cc2)cc1,-2,1,0.6,8,-18,5,-3,0.9,-6
CCCS(=O)(=O)N1CCCC(C(=O)NCCCN(Cc2ccccc2)C(C)C)C1 (stereo not drawn),-8,14,0.4,1,-1,3,0,0.5,-8
CC(=O)NC1(c2ccccc2)CCN(Cc2nnnn2C(C)(C)C)CC1,-5,19,-0.9,0,-6,3,-7,0.9,17
COc1ccccc1C(=O)NCC1(N2CCN(C)CC2)CCCCC1,0,.,0.5,3,-26,-9,-2,0.4,-13
COCCNC(=O)CN(C(=O)Cn1nnc2ccccc21)c1ccc(F)c(Cl)c1,-6,.,.,1,5,5,-8,0.8,.
CCOC(=O)N1CCN(C(=O)c2ccc(NS(C)(=O)=O)cc2)CC1,0,-1,0.5,3,-12,-4,-5,0.5,.
CCn1c(COc2cccc(C)c2)nnc1SCC(=O)NC1CCCC1,-2,8,-0.3,4,-6,2,0,-1.5,-11
Cc1ccnc2nc(C(=O)Nc3nnc(-c4ccccc4)o3)nn12,3,7,-0.6,1,-14,7,-3,0.6,8
Cc1ccc(-n2cccc2/C=C2\C(=N)N3N=C(c4ccco4)SC3=NC2=O)cc1,6,.,.,5,2,-12,-2,1.5,0
CN(CC(=O)Nc1ccc(Cl)c(C(F)(F)F)c1)C(=O)Cc1c[nH]c2ccccc12,-2,3,0.4,4,-11,2,-8,0.2,4
Cc1ccc(-c2nc3ccccc3[nH]c2=O)cc1,-1,.,.,3,-5,2,-8,0.3,.
CS(=O)(=O)c1ccc(Cl)c(NC(=O)CSc2nc3ccccc3c(=O)n2Cc2ccco2)c1,-5,-4,-0.5,1,1,5,-3,-0.1,-11
CCN(CC)C(=O)CCCSc1nnc(Nc2ccccc2F)s1,-4,10,-1.0,5,-16,0,0,0.6,1
COc1ccc(C[C@H](N)C(=O)N[C@H]2[C@@H](O)[C@H](n3cnc4c(N(C)C)ncnc43)O[C@@H]2CO)cc1,6,-3,0.6,-1,15,.,-4,0.0,-2
C/C(=N\Nc1nc(C)cc(C)n1)c1ccc(C)o1,-8,-13,0.8,1,-4,3,-2,-0.4,-2
CCOC(=O)c1sc(=S)n(-c2cccc(OC)c2)c1N,-3,-13,0.2,0,-4,-2,-1,-0.2,-22
O=C(CNS(=O)(=O)c1ccc(F)c(Cl)c1)N1CCCC1,5,1,0.5,1,10,-5,-11,0.5,-4
Cc1ccc(C(=O)NCC2CCCN2S(=O)(=O)c2ccc(C)cc2)cc1 (stereo not drawn),5,.,.,1,-15,-7,-8,0.2,.
O=C(COC(=O)CCNS(=O)(=O)c1ccc2c(c1)OCCO2)NC1CCCc2ccccc21 (stereo not drawn),-2,0,0.2,0,3,-3,3,-0.1,-6
Cc1cc(C)cc(NC(=O)CCCN2C(=O)C(c3ccccc3)Oc3cccnc32)c1 (stereo not drawn),-5,23,1.1,9,-8,5,-4,-1.4,10
Cc1cc(NC(=O)c2ccc([N+](=O)[O-])cc2)n(C)n1,1,-4,1.0,2,-10,3,-2,0.4,3
O=C(NC(=S)Nc1ccc(CN2CCOCC2)cc1)c1cc2ccccc2o1,-6,9,1.0,5,12,2,-7,0.6,5
CCCNC(=O)NC(=O)CSc1nnc(-c2ccncc2)n1CC,-2,3,-1.1,-1,-11,-2,-6,0.4,-9
Cc1cccc(N2CCN(C3(c4ccccc4)C(=O)c4ccccc4C3=O)CC2C)c1 (stereo not drawn),-1,.,.,0,12,-31,0,1.0,14
CNc1snc(C)c1C(=O)OCC(=O)c1cc(F)ccc1OC,-5,10,0.4,1,-1,1,-3,-0.4,0
Cc1ccc(C)c(N2CCN(c3ccncc3N)CC2)c1,8,-21,-1.6,3,6,-14,2,-1.0,14
CCN1CCC(NC(=O)Nc2ccccc2C(=O)OC)CC1,-4,-13,-0.6,0,6,-2,-4,-0.7,-5
COc1ccc(CCNC(=O)Cn2c(=O)n(CCCC(=O)NCc3ccco3)c(=O)c3sccc32)cc1OC,0,0,0.2,4,3,3,18,-0.6,-3
CN(Cc1ccccc1)C(=O)c1ccc(NC(=O)Cc2cccc(NC(=O)C3CCCN(C(=O)C4CCCCC4)C3)c2)cc1 (stereo not drawn),-6,.,.,1,-13,.,-2,1.2,.
COc1ccc(NC(=O)CSc2nc3ccc(OC)cc3[nH]2)cc1,3,12,0.9,0,4,3,-5,0.7,10
CCN1C(=O)[C@H]2[C@@H](c3ccc(-c4ccccc4)cc3)N[C@@](CC(C)C)(C(=O)OC)[C@H]2C1=O,4,0,-0.1,3,-21,.,-4,0.1,4
Clc1cccc(-n2ncc3c(NCCCc4ccccc4)ncnc32)c1,10,.,0.7,10,-13,-21,-2,0.7,9
O=C(O)c1cccc(NS(=O)(=O)c2cccc3nsnc23)c1,-1,5,0.3,1,-4,-21,-5,-0.1,-2
Cc1ccc(CNC(=O)c2c(C)oc3nc(C)nc(N4CCOCC4)c23)cc1,8,.,0.0,0,1,13,4,0.3,3
CC(C)(C)c1nnc(NC(=O)c2cccnc2)s1,25,-16,1.0,1,5,14,-13,1.1,5
CCn1nc(NS(=O)(=O)c2ccc(NC(C)=O)cc2)c2cc3ccccc3nc21,3,-10,-0.1,1,-2,8,5,1.8,1
Cc1cc[n+](Cc2ccc([N+](=O)[O-])cc2)cc1,29,.,.,2,2,-8,2,-0.7,.
COc1cc(/C=C(\NC(C)=O)C(=O)NC(C)(C)CC(C)(C)C)ccc1OC(C)=O,5,6,0.9,0,-25,-2,-4,0.2,1

# Laid out differently: results already given.
# Each structure is followed by: TRHR enhancer	D2 antag	D2 ag	D1 agonist	D1 antag	RXFP1 antagonist	D1 potentiator	TRHR agonist	D2 PAM
- Cc1ccc(CNC(=O)c2c(C)oc3nc(C)nc(N4CCOCC4)c23)cc1
    8	.	0.0	0	1	13	4	0.3	3
- CC(C)(C)c1nnc(NC(=O)c2cccnc2)s1
    25	-16	1.0	1	5	14	-13	1.1	5

# New compounds follow:
SMILES,TRHR enhancer,D2 antag,D2 ag,D1 agonist,D1 antag,RXFP1 antagonist,D1 potentiator,TRHR agonist,D2 PAM
COc1cc(CNC2CCCC2)c(Br)cc1OCc1ccccc1,-1,1,1.4,42*,-29,-26,-8,0.9,-5
COc1ccc(N2CCN(c3ncccc3-c3nc(-c4ccccc4C)no3)CC2)cc1,-4,.,.,5,-31*,.,-1,0.4,-14
c1ccc2oc(-c3ccc4nc[nH]c4c3)nc2c1,5,25,0.2,0,9,-9,6,-0.2,2
Cc1ccccc1Nc1nnc(SCC(=O)NCc2cccs2)s1,4,19,-0.8,0,-41*,7,-8,0.3,-6
CCOc1cc(/C=C2\C(=O)N(c3nc(-c4ccc(Br)cc4)cs3)N=C2c2ccccc2)ccc1O,2,11,0.3,0,-2,?,2,-0.1,6
O=C(Nc1cccc(C(F)(F)F)c1)C1CCN(S(=O)(=O)c2cccnc2)CC1,4,9,-0.1,10,-27,2,-8,-0.5,-3
Cc1cccc(NC(=O)C2=C(O)c3ccccc3N(C)S2(=O)=O)c1,-7,-10,0.7,0,6,18,2,0.1,-6
CC(C)C1C(C#N)=C(N)Oc2n[nH]c(-c3ccccc3)c21 (stereo not drawn),0,-20,0.7,3,21,-13,-2,1.3,-9
CCC(=O)Nc1ccc2nc(SCCOc3cccc(C)c3)sc2c1,9,.,.,-2,0,.,2,-0.6,16
CCN(CC)C(=O)CCNS(=O)(=O)c1ccc(C)cc1,5,-11,0.0,1,-1,3,-3,-0.2,4
CCCC12CN3CC(C)(CN(C1)C3c1ccc(OC)cc1)C2=O (stereo not drawn),8,-4,-0.3,0,-9,-27,1,0.0,15
Cc1[nH]c2ccccc2c1C(=O)CSCC(=O)O,0,-2,-0.2,2,4,-1,-7,1.1,-8
Cn1c(=O)c2c(nc(NCCc3ccccc3)n2Cc2ccc(Cl)cc2)n(C)c1=O,-6,.,-2.3,13,1,.,-2,-0.9,-19
CC(C)NC(=O)c1nn(-c2ccccc2F)nc1CO,-2,.,0.2,1,23,-2,3,0.1,-4
Brc1ccc2c(c1)OCCOCCOCCOCCOCCOCCO2,-2,3,0.3,-1,1,.,-4,-0.9,4
Cc1ccc(OCCSc2nc3ccc(NC(=O)c4ccc5c(c4)OCO5)cc3s2)cc1,1,.,0.8,0,6,.,-1,0.5,7
OC(c1ccccc1)c1nc2ccccc2n1Cc1c(F)cccc1Cl (stereo not drawn),-6,.,0.0,12,5,-25,-2,-0.1,-2
COc1cccc(CNC(=O)Cc2ccc(NC(=O)C3=C(C)OCCS3)cc2)c1,0,-9,-0.6,3,-5,15,-6,-0.4,-1
COc1ccc(NS(=O)(=O)c2ccc3c(c2)Cc2ccccc2-3)cn1,-2,-12,0.3,8,1,1,0,0.5,4
CCc1ccc(NC(=O)CN2C(=O)CSC2=O)cc1,-4,8,-0.4,0,-11,-16,-2,-0.5,7
Cc1cccc(-c2nnc(NC(=O)c3ccc(N4C(=O)CCC4=O)cc3)s2)c1,1,-41,0.4,1,-15,-14,-6,0.4,-2

# Profiles as entered above. Order of values: TRHR enhancer, D2 antag, D2 ag, D1 agonist, D1 antag, RXFP1 antagonist, D1 potentiator, TRHR agonist, D2 PAM
# Listed for Brc1ccc2c(c1)OCCOCCOCCOCCOCCOCCO2 = -2, 3, 0.3, -1, 1, ., -4, -0.9, 4
# Listed for CC(C)NC(=O)c1nn(-c2ccccc2F)nc1CO = -2, ., 0.2, 1, 23, -2, 3, 0.1, -4
